Screening results from PubChem BioAssay.
proCasp3 act = activators of human procaspase-3. P42574. recombinant procaspase-3 D3A, Ac-DEVD-pNA absorbance 405 nm. activation, % at 8.5 µM. actives 0.11% (n = 330,000). AID 463141;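 active means activation above the mean of all tested compounds plus 3 SD, cut at about 21% in these data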;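 further: 0% = DMSO alone and 100% = DMSO wells spiked with extra 5 µM PC-3 D3A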
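Assay system – Procaspase-3 D3A mutant, all three cleavage aspartates alanine · Controls – DMSO-only low control, 5 µM PC-3 D3A high control · Schedule – 1 h compound preincubation, 2 h substrate hydrolysis at 25 °C · Signal – 405 nm absorbance of p-nitroaniline, reads at 0 and 120 min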
proCasp7 act = counter-screen for procaspase-3 activators: activators of human procaspase-7; P55210; recombinant procaspase-7, Ac-DEVD-pNA absorbance 405 nm; D23A/D198A/D206A triple mutant, cannot self-cleave; scale: DMSO 0, 5 µM enzyme 100; activation, % at 8.5 µM; actives 0.093% (n = 330,000);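 active means percent activation above the screen-wide mean plus 3 SD, cut at about 25% in these data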
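Assay system: Uncleavable procaspase-7 mutant enzyme | Input: 2 µM procaspase-7 mutant as dispensed | Timing: 1 h compound preincubation, 2 h substrate cleavage, 25 °C | Repeats: One well per compound | Control set: DMSO wells as 0%, DMSO with 5 µM added PC-7 as 100% | Technique: Epi-absorbance of released pNA at 405 nm, two timepoints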
MEP2-GFP yeast = alters MEP2-GFP fluorescence in TOR pathway yeast screen | S. cerevisiae MEP2-GFP strain, flow cytometry GFP, 3 h; 100% = DMSO control level | GFP response vs DMSO, % at 10 µM | actives 0.51% (n = 330,000) | AID 2016;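 active means GFP response versus DMSO above a set limit, roughly screen mean plus 3 SD, cut at about 180% in these data; inconclusive means fewer than 70 cells counted for a yeast strain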;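 further: median GFP fluorescence of the barcode-gated MEP2-GFP cells per well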
AHR act = activates the human aryl hydrocarbon receptor; AHR-responsive luciferase reporter cells, luminescence; activation, % at 5 µM; AID 2796; actives 2.5% (n = 320,000); P35869; in the data active means activation above about 47%;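 further: 0% = vehicle wells and 100% = reference agonist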
EBNA-1 inhibitor = blocks EBNA-1 binding to DNA. EBNA-1 DNA binding, fluorescence polarization. inhibition, % at 14.8 µM. actives 0.34% (n = 300,000). AID 1950; in the data active means inhibition above about 28%
LAP4 TOR yeast = alters LAP4-GFP fluorescence in TOR pathway yeast screen; S. cerevisiae LAP4-GFP multiplex, flow cytometry GFP, 3 h; median GFP as percent of DMSO wells; AID 2023; GFP response vs DMSO, % at 10 µM; actives 0.34% (n = 320,000);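 active means GFP response vs DMSO above a set limit, about the screen mean plus 3 SD, cut at about 150% in these data; inconclusive means under 70 cell events counted for the yeast strain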
RPL19A TOR yeast = alters RPL19A-GFP fluorescence in TOR pathway yeast screen; S. cerevisiae RPL19A-GFP strain, flow cytometry, 3 h; active compounds read low; actives 0.3% (n = 330,000); AID 2025; percent response vs DMSO, % at 10 µM;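 active means percent response vs DMSO below 50%; inconclusive means fewer than 70 events counted for the yeast strain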;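 further: median channel GFP fluorescence of the barcoded RPL19A-GFP strain; ratio of sample median GFP to plate DMSO average so 100% = DMSO; lower means less RPL19A-GFP as with rapamycin TOR inhibition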
ZTA counter = counter-screen for EBNA-1 inhibitors: inhibitors of Epstein-Barr virus ZTA; P03206; ZTA-DNA binding, fluorescence polarization; inhibition, % at 11 µM; actives 0.15% (n = 320,000); AID 2234; in the data active means inhibition above about 33%
Active calls of the source: *; & = joins results of further samples; ! = repeats disagree; [ ] = another dose, or the depositor's remark. Not a hit list, and some 3.8% of all compounds hit somewhere here.

Sample of the layout, 2 compounds:
Results for CCCCc1cc(=O)oc2cc(C)cc(OCC(=O)O)c12 ?
proCasp3 act: -6; proCasp7 act: -4; MEP2-GFP yeast: 107; AHR act: -1; EBNA-1 inhibitor: 7; LAP4 TOR yeast: 102; RPL19A TOR yeast: 107; ZTA counter: -6

Results for Cc1ccc(-n2nc3c(=O)n(CCCC(=O)NCc4ccccc4Cl)nc(C)c3c2C)cc1 ?
proCasp3 act: -1; proCasp7 act: 4; MEP2-GFP yeast: 92; AHR act: 0; EBNA-1 inhibitor: 6; LAP4 TOR yeast: inconclusive; RPL19A TOR yeast: 92; ZTA counter: 17

The whole of this part, repeating the preview:
Results for CCCCc1cc(=O)oc2cc(C)cc(OCC(=O)O)c12 ?
proCasp3 act: -6; proCasp7 act: -4; MEP2-GFP yeast: 107; AHR act: -1; EBNA-1 inhibitor: 7; LAP4 TOR yeast: 102; RPL19A TOR yeast: 107; ZTA counter: -6

Results for Cc1ccc(-n2nc3c(=O)n(CCCC(=O)NCc4ccccc4Cl)nc(C)c3c2C)cc1 ?
proCasp3 act: -1; proCasp7 act: 4; MEP2-GFP yeast: 92; AHR act: 0; EBNA-1 inhibitor: 6; LAP4 TOR yeast: inconclusive; RPL19A TOR yeast: 92; ZTA counter: 17

How did CCCN1CNC(=S)N(c2ccccc2OC)C1 do in these assays?
proCasp3 act: -7; proCasp7 act: -1; MEP2-GFP yeast: 96; AHR act: -1; EBNA-1 inhibitor: -2; LAP4 TOR yeast: 93; RPL19A TOR yeast: 97; ZTA counter: 14

What do the screens show for `CCCn1c(SC(C)C(=O)O)nc2ccccc21` (stereo not given)?
proCasp3 act: 0; proCasp7 act: 2; MEP2-GFP yeast: 106; AHR act: 0; EBNA-1 inhibitor: 0; LAP4 TOR yeast: 110; RPL19A TOR yeast: 107; ZTA counter: 2

What do the screens show for `O=S(=O)(NCc1ccncc1)c1ccc(Br)s1`?
proCasp3 act: -2; proCasp7 act: -3; MEP2-GFP yeast: 105; AHR act: -13; EBNA-1 inhibitor: -19; LAP4 TOR yeast: 106; RPL19A TOR yeast: 97; ZTA counter: 3

How did CCOC(=O)c1oc2ccc(CNC3CCCCC3)c(Cl)c2c1C do in these assays?
proCasp3 act: 9; proCasp7 act: -9; MEP2-GFP yeast: 107; AHR act: -1; EBNA-1 inhibitor: -15; LAP4 TOR yeast: 111; RPL19A TOR yeast: 101; ZTA counter: -15

What do the screens show for `CC(C)C(NC(=O)c1ccc(F)cc1)C(=O)N1CCN(c2ccccn2)CC1` (stereo not given)?
proCasp3 act: 14; proCasp7 act: 1; MEP2-GFP yeast: 104; AHR act: 11; LAP4 TOR yeast: 112; RPL19A TOR yeast: 96

Results for CC(Oc1ccc(NC(=O)c2ccco2)cc1)C(=O)N1c2ccccc2CC1C (stereo not given) ?
proCasp3 act: 3; proCasp7 act: -3; MEP2-GFP yeast: 98; AHR act: 3; EBNA-1 inhibitor: 16; LAP4 TOR yeast: 107; RPL19A TOR yeast: 99; ZTA counter: -3

What do the screens show for `CC1=C(C(=O)OCC2CCCO2)C(c2ccccc2)C2=C(CCCC2=O)N1` (stereo not given)?
proCasp3 act: -6; proCasp7 act: -8; MEP2-GFP yeast: 109; AHR act: 10; EBNA-1 inhibitor: -25; LAP4 TOR yeast: 98; RPL19A TOR yeast: 106; ZTA counter: -13

How did O=C1CCN(C(=O)/C=C/c2ccccc2)c2ccccc21 do in these assays?
proCasp3 act: 13; proCasp7 act: 6; MEP2-GFP yeast: 94; AHR act: 7; EBNA-1 inhibitor: -6; LAP4 TOR yeast: 109; RPL19A TOR yeast: 92; ZTA counter: 3

What do the screens show for `CCOC(=O)c1c(CNCCN(CC)CC)n(C)c2cc(Br)c(OC)cc12`?
proCasp3 act: 6; proCasp7 act: 6; MEP2-GFP yeast: 97; AHR act: 12; EBNA-1 inhibitor: -12; LAP4 TOR yeast: 100; RPL19A TOR yeast: 97; ZTA counter: 14

How did CCCCN(C(=O)c1cc(-c2ccco2)nc2ccccc12)c1c(N)n(CCCC)c(=O)[nH]c1=O do in these assays?
proCasp3 act: 6; proCasp7 act: -34; MEP2-GFP yeast: 81; AHR act: 7; EBNA-1 inhibitor: 14; LAP4 TOR yeast: 87; RPL19A TOR yeast: 85; ZTA counter: 0

How did CCOc1cccc(C(=O)NNC(=O)CCC(=O)O)c1 do in these assays?
proCasp3 act: 3; proCasp7 act: 3; MEP2-GFP yeast: 112; AHR act: 1; EBNA-1 inhibitor: 1; LAP4 TOR yeast: 101; RPL19A TOR yeast: 108; ZTA counter: 11

What do the screens show for `CS(=O)(=O)N1CCN(c2ccc(NC(=O)COc3ccccc3)cc2)CC1`?
proCasp3 act: -7; proCasp7 act: 5; MEP2-GFP yeast: 95; AHR act: 0; EBNA-1 inhibitor: 8; LAP4 TOR yeast: 97; RPL19A TOR yeast: 94; ZTA counter: 14

Results for Cc1ccc(S(=O)(=O)NC2c3cccc4cccc(c34)C2Sc2n[nH]c(N)n2)cc1 (stereo not given) ?
proCasp3 act: 12; proCasp7 act: 7; AHR act: 15; EBNA-1 inhibitor: 7; ZTA counter: 0

Results for CCOC(=O)c1ccc(NS(=O)(=O)c2ccc3c(c2)NC(=O)CCS3)cc1 ?
proCasp3 act: 9; proCasp7 act: -7; MEP2-GFP yeast: 122; AHR act: 3; EBNA-1 inhibitor: -1; LAP4 TOR yeast: 97; RPL19A TOR yeast: 103; ZTA counter: -12

How did C/C(CC(=O)Nc1ccc(Cl)cc1C(F)(F)F)=N\NC(=O)c1ccccn1 do in these assays?
proCasp3 act: 0; proCasp7 act: -3; MEP2-GFP yeast: 99; AHR act: 6; EBNA-1 inhibitor: -9; LAP4 TOR yeast: 89; RPL19A TOR yeast: 99; ZTA counter: 3

Results for c1ccc(-c2n[nH]c(-c3ccccn3)n2)nc1 ?
proCasp3 act: 7&15; proCasp7 act: -9&11; MEP2-GFP yeast: 180*![may fluoresce violet]; AHR act: 12&9; EBNA-1 inhibitor: 6&-7; LAP4 TOR yeast: 87&99[may fluoresce violet]; RPL19A TOR yeast: 13*![may fluoresce violet]; ZTA counter: 16&-1

Results for Cc1ccc(NC(=O)c2cc(-c3ccc(C)o3)nc3ccccc23)cc1 ?
proCasp3 act: -3; proCasp7 act: -2; MEP2-GFP yeast: 101; AHR act: 57*; EBNA-1 inhibitor: 4; LAP4 TOR yeast: 102; RPL19A TOR yeast: 96; ZTA counter: 1

Results for COc1cccc(C(=O)NCC(=O)OCC(=O)C(C)(C)C)c1 ?
proCasp3 act: 12; proCasp7 act: 3; MEP2-GFP yeast: 104; AHR act: 0; EBNA-1 inhibitor: 10; LAP4 TOR yeast: 105; RPL19A TOR yeast: 101; ZTA counter: 1

Results for CCCn1c(SCC(=O)NC)nc2sc3c(c2c1=O)CCC3 ?
proCasp3 act: 12; proCasp7 act: 0; MEP2-GFP yeast: 107; AHR act: -1; EBNA-1 inhibitor: -9; LAP4 TOR yeast: 96; RPL19A TOR yeast: 100; ZTA counter: -9

How did CCCCNC(=S)Nc1cccc(S(=O)(=O)NC2=NCCC2)c1 do in these assays?
proCasp3 act: 8; proCasp7 act: -3; MEP2-GFP yeast: 90; AHR act: -1; EBNA-1 inhibitor: -10; LAP4 TOR yeast: 96; RPL19A TOR yeast: 90; ZTA counter: -5

How did COc1cc(NC(=O)c2cc(S(=O)(=O)N3CCCCC3)c[nH]2)cc(OC)c1 do in these assays?
proCasp3 act: -12; proCasp7 act: 1; MEP2-GFP yeast: 91; AHR act: 13; EBNA-1 inhibitor: 7; LAP4 TOR yeast: 95; RPL19A TOR yeast: 98; ZTA counter: 6

What do the screens show for `CC(C)(C)c1ccc(OCCn2nc(C(=O)O)c3ccccc3c2=O)cc1`?
proCasp3 act: -1; proCasp7 act: 6; MEP2-GFP yeast: 98; AHR act: 1; EBNA-1 inhibitor: 9; LAP4 TOR yeast: 96; RPL19A TOR yeast: 99; ZTA counter: 6

Results for CCOC(=O)c1cnc(-n2nc(C)cc2C)nc1Nc1cccc(C(C)=O)c1 ?
proCasp3 act: 2; proCasp7 act: -4; MEP2-GFP yeast: 95; AHR act: 3; EBNA-1 inhibitor: 8; LAP4 TOR yeast: 102; RPL19A TOR yeast: 89; ZTA counter: 11

How did O=S(=O)(c1ccc2nc(-c3ccco3)c(-c3ccco3)nc2c1)N1CCOCC1 do in these assays?
proCasp3 act: -11; proCasp7 act: -18; MEP2-GFP yeast: 94; AHR act: 2; EBNA-1 inhibitor: -4; LAP4 TOR yeast: 95; RPL19A TOR yeast: 94; ZTA counter: -8

How did O=C(Nc1ccccc1N1CCCC1)c1ccc(N2CCCC2=O)cc1 do in these assays?
proCasp3 act: -6; proCasp7 act: 9; MEP2-GFP yeast: 99; AHR act: 11; EBNA-1 inhibitor: -4; LAP4 TOR yeast: 110; RPL19A TOR yeast: 102; ZTA counter: -28

How did COc1ccc(NC(=O)/C(=C\c2ccc3c(c2)OCO3)NC(C)=O)cc1 do in these assays?
proCasp3 act: -6; proCasp7 act: -3; MEP2-GFP yeast: 100; AHR act: 5; EBNA-1 inhibitor: -4; LAP4 TOR yeast: 94; RPL19A TOR yeast: 94; ZTA counter: 7

What do the screens show for `CCc1ccc(C(=O)N/N=C(\C)c2cccnc2)s1`?
proCasp3 act: 7; proCasp7 act: -10; MEP2-GFP yeast: 98; AHR act: 36; EBNA-1 inhibitor: 0; LAP4 TOR yeast: 88; RPL19A TOR yeast: 98; ZTA counter: 1

What do the screens show for `c1ccc(CSc2ccc(-c3ccccn3)nn2)cc1`?
proCasp3 act: -3; proCasp7 act: 3; MEP2-GFP yeast: 109; AHR act: -9; EBNA-1 inhibitor: -3; LAP4 TOR yeast: 155*; RPL19A TOR yeast: 91; ZTA counter: -4

What do the screens show for `O=C(Nc1ccc(Cl)cn1)c1ccccc1SCc1ccccc1`?
proCasp3 act: 2; proCasp7 act: -1; MEP2-GFP yeast: 98; AHR act: 6; EBNA-1 inhibitor: -3; LAP4 TOR yeast: 83; RPL19A TOR yeast: 100; ZTA counter: -6

What do the screens show for `COC(=O)[C@]1(C)N[C@H](CN(C)C(=O)Nc2ccc(OC)cc2)[C@@H]2C(=O)N(C)C(=O)[C@@H]21`?
proCasp3 act: 12; proCasp7 act: 19; MEP2-GFP yeast: 90; AHR act: -1; LAP4 TOR yeast: 95; RPL19A TOR yeast: 95

What do the screens show for `Cc1ccc(OCCCCn2cnc3ccccc32)c(C)c1`?
proCasp3 act: -3; proCasp7 act: 12; MEP2-GFP yeast: 103; AHR act: -5; EBNA-1 inhibitor: -1; LAP4 TOR yeast: 101; RPL19A TOR yeast: 98; ZTA counter: -11

Results for O=C(CSc1nnnn1-c1cccc(O)c1)NC1CC1 ?
proCasp3 act: -2; proCasp7 act: -6; MEP2-GFP yeast: 94; AHR act: 21; EBNA-1 inhibitor: 2; LAP4 TOR yeast: 90; RPL19A TOR yeast: 102; ZTA counter: -5

What do the screens show for `CCN1C(=O)C2C(c3cccc(F)c3)NC(C)(C(=O)OC)C2C1=O` (stereo not given)?
proCasp3 act: -1; proCasp7 act: 5; MEP2-GFP yeast: 110; AHR act: 3; EBNA-1 inhibitor: -3; LAP4 TOR yeast: 108; RPL19A TOR yeast: 95; ZTA counter: -11

How did CC(C)(C)OC(=O)N[C@@H](C(=O)OC(C)(C)C)c1ccc(C(F)(F)F)cc1 do in these assays?
proCasp3 act: 5; proCasp7 act: 5; MEP2-GFP yeast: 96; AHR act: -1; LAP4 TOR yeast: 97; RPL19A TOR yeast: 98; ZTA counter: -23
